Source: PubChem BioAssay (Broad Institute)
ERAP1 HTS inh – ERAP1 (human) enzyme inhibition. Q9NZ08. recombinant ERAP1, Leu-AMC fluorescence, 60 min. AID 652197. 340,000 compounds, 0.15% hits. inhibition, % at 10.7 µM;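 active = mean replicate inhibition of at least 30%, or all replicates individually reaching that 30% level; inactive = mean below 30% and not every replicate reaching it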;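 note: 0% = neutral control wells and 100% = L-leucinethiol positive control wells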
RAD52 anneal inh – RAD52 (human) annealing inhibition; 360,000 compounds, 0.46% hits; P43351; recombinant RAD52 DNA annealing, FRET fluorescence; inhibition, % at 18.7 µM;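 active = every replicate showing at least 50% inhibition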
Target sequence (P43351 whole entry, looked up): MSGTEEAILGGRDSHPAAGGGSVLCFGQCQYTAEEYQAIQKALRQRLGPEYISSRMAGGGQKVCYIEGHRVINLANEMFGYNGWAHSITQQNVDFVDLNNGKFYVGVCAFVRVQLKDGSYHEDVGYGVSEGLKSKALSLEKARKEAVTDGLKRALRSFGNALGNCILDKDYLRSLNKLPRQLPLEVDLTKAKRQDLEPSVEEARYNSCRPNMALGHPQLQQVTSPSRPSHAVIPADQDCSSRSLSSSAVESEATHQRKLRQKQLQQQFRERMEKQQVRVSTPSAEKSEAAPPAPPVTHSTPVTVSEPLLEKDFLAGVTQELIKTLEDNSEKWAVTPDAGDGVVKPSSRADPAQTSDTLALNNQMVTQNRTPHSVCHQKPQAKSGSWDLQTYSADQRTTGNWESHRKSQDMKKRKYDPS
PglD DTNB – blocks C. jejuni PglD acetyltransferase activity; purified PglD enzyme, DTNB colorimetric CoA detection; inhibition, % at 12.5 µM; 360,000 compounds, 0.098% hits; AID 602405; in the data active = inhibition above about 16%, passing the limit was not always enough; note: strong numbers were not always called active
PGC1a acetyl inh – lowers PGC1a acetylation signal in U2OS cells. AlphaScreen anti-acetyl-lysine; with virally co-expressed GCN5 acetyltransferase. 350,000 compounds, 0.17% hits. inhibition, % at 15.6 µM. AID 651687;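 active = every replicate shows inhibition of at least 40%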;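 note: 0% = neutral control wells and 100% = positive control wells; some results beyond the cut were filed as inactive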
E-sel inducer – induces E-selectin expression in human endothelial cells; HUVEC E-selectin immunofluorescence imaging; normalized: neutral wells 0, TNF-alpha wells 100; activation, % at 7.58 µM; AID 686992; 260,000 compounds, 0.37% hits; P16581;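 active = mean E-selectin-positive cell signal at least 10% of the positive control, reached in at least 60% of replicates, without over 20% cell loss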;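 note: in these data hits start at about 27%; measured in HUVEC primary endothelial cells; signal is the percent of cells scored E-selectin positive by PE staining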
Target sequence (P16581 whole entry, looked up): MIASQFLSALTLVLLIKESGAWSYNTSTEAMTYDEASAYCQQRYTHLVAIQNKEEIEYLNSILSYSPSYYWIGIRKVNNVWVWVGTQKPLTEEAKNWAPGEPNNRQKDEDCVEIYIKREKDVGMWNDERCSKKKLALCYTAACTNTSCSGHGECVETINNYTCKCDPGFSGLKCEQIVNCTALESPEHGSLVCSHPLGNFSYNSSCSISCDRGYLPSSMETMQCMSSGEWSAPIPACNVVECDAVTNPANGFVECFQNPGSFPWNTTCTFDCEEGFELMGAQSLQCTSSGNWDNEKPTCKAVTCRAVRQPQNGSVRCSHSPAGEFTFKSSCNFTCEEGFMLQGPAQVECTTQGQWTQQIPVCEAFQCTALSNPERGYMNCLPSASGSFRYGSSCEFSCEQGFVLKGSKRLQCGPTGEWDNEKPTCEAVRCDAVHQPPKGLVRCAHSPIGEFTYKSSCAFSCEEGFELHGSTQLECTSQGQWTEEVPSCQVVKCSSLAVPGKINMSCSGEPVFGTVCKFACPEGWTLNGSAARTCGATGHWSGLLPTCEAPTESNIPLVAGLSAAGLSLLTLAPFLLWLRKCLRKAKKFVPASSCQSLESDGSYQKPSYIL
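System: HUVEC / Compound: single concentration / Signal: immunofluorescence imaging / Read-out: percent E-selectin-positive cells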
miR122 inh – miR-122 inhibition in Huh7 cells | Huh7 miR-122 Renilla luciferase sensor, 48 h; neutral wells = 0, positive control = 100 | activation (reporter increase), % at 12.5 µM | 340,000 compounds, 0.3% hits | AID 602342;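 active = mean replicate activation score at least 90 and every replicate individually at or above 90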;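 note: higher luciferase means less miR-122 activity so hits act as miR-122 inhibitors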
Cneo AK release – causes C. neoformans cell lysis. adenylate kinase release luminescence, 4 h; normalised: neutral wells 0, clomiphene wells 100. lysis activity, % at 15 µM. 360,000 compounds, 0.2% hits;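 active = mean lysis activity across replicates of at least 80%, whatever share of replicates individually reach that level; inactive = mean lysis activity below 80%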
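Test system: log-phase Cryptococcus neoformans yeast cells. Input: 5 × 10^6 yeast cells/mL. Medium: fresh YPD growth medium. Doses: single dose. Incubation: static 4 h at 37 °C with compound, 1 h detection. Measured by: luminescent adenylate kinase detection reagent. Read-out: signal increase indicating cell lysis. Benchmarks: Clomiphene.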
RAD54 inh – blocks human RAD54 Holliday junction branch migration. Q92698. FAM/BHQ fluorescence. inhibition, % at 10.4 µM. 360,000 compounds, 0.14% hits;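 active = mean normalized replicate activity at least 40 and at least half of replicates scoring 40 or more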;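 note: 0% = median of neutral control wells and 100% = median of positive control wells; inhibitors cause a drop in the FAM fluorescence signal; in these data hits start at about 50%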
Numbers without * were called inactive; . = no result given; [ ] = dose if it differs, or a comment.

SMILES	ERAP1 HTS inh	RAD52 anneal inh	PglD DTNB	PGC1a acetyl inh	E-sel inducer	miR122 inh	Cneo AK release	RAD54 inh
COc1ccccc1C(CNC(=O)c1cccc(S(=O)(=O)Nc2ccc(C)cc2)c1)N1CCCC1 (configuration not stated)	0	-18	-2	-4	-0.2	5	1	5
Cn1c(=O)n(C)c2cc(C(=O)Nc3ccc4c(c3)OCO4)ccc21	0	-4	-3	.	.	.	1	0
CCNC(=O)C[C@@H]1CC[C@H]2[C@@H](COc3ccc(NC(=O)Nc4cccc(OC)c4)cc3C(=O)N2C)O1	.	.	-4	0	0.1	-10[16.7 µM]	-3	-4
CO[C@@H]1CC[C@@H]2CCN(C)C(=O)[C@H](C)[C@H](OC)CN(C)C(=O)c3cccc(C#N)c3OC[C@H]1O2	2	-15	1	15	-0.1	.	-5	-6
Nc1ccc(C#Cc2ccccc2)cc1	.	.	-3	6	.	-12	-1	-2
N=c1sccn1CC(=O)N1CCc2ccccc21	.	.	-1	3	.	-2	-1	-9
CCCN(C(=O)c1cccc(-n2cccc2)c1)c1c(N)n(Cc2ccccc2)c(=O)[nH]c1=O	4	-3	8	0	1.8	-1	3	-9
Cc1noc(C)c1S(=O)(=O)N(C)C[C@H]1OCCCC[C@@H](C)Oc2ccc(NC(=O)c3ccccc3)cc2C(=O)N([C@@H](C)CO)C[C@@H]1C	3	-59	-1	-7	1.7	0[16.7 µM]	0	-2
COCCn1nnnc1C(c1ccccc1)N1CCN(c2ccccc2)CC1 (configuration not stated)	.	.	3	9	.	-2	1	-10
CC12N=C3SCc4ccccc4CN3[C@H](c3ccccc3O1)[C@H]2CO[Si](C)(C)C(C)(C)C	-1	15	-2	10	.	.	9	-3
Cc1nn(CC(=O)NCCCN2CCCC2)c(=O)c2nn(-c3ccccc3)c(C)c12	3	-24	-1	-3	.	2	3	4
COc1ccc(C(=O)Nc2ccc3oc(-c4cccc(Cl)c4)cc(=O)c3c2O)cc1	.	.	-4	-2	0.4	-1	2	-16
C[C@@H]1CN([C@@H](C)CO)C(=O)c2cccc(NC(=O)NC3CCCCC3)c2O[C@H]1CN(C)C(=O)Nc1ccc(F)cc1	0	-4	-4	-1	-0.2	-1[16.7 µM]	8	7
CO[C@H](CN(C)C(=O)c1cnccn1)[C@H](C)CN([C@@H](C)CO)S(=O)(=O)c1ccc(C)cc1	-6	5	-3	7	-0.1	.	4	-4
COc1ccc(CN(C(=O)c2snc(C(N)=O)c2N)C(CC(C)C)C(=O)NC2CCCCC2)cc1 (configuration not stated)	1	-14	-3	.	0.4	4	-10	-4
OCC[C@H]1C[C@H](O)[C@@H](O)[C@@]2(CCc3ccccc3CO2)O1	-4	-15	-3	10	0.1	-4	-1	1
COc1ccc(-c2cnc3c(c2)C(=O)N([C@H](C)CO)C[C@@H](C)[C@H](CN(C)C(=O)C2CCCCC2)O3)cc1	-1	-4	0	17	1.6	-3[16.7 µM]	-4	4
O=C1CN(Cc2ccc(F)cc2)C[C@H]2[C@@H](c3ccc(-c4cccnc4)cc3)[C@H](CO)N12	1	0	.	-4	-0.1	.	.	.
Cc1cc(Cl)ccc1OCC(=O)NNC(=O)c1ccco1	-1	7	0	.	.	.	-5	-1
Cc1cccc(CN2CCN(C(=O)c3cccc4ccccc34)CC2)c1	-2	-10	-5	.	.	4	0	-17
C[C@H](CO)N1C[C@H](C)[C@H](CN(C)S(=O)(=O)c2ccc(Cl)cc2)OCCCC[C@H](C)Oc2ccc(NS(=O)(=O)c3cccs3)cc2C1=O	-1	-5	-1	2	0.2	-13[16.7 µM]	-1	8
COc1ccc(S(=O)(=O)N2CCC(C(=O)NCc3ccccn3)CC2)cc1C	.	.	3	1	.	5	2	-1
O=S(=O)(Nn1cnnc1)c1ccccc1Cl	.	.	1	8	.	-3	-1	3
O=c1[nH]c(O)c(C=Nc2ccc(Cl)cc2Cl)c(=O)[nH]1	.	-39	-2	2	.	-10	-1	15

Some of these compounds in order of length of the SMILES, rising:
SMILES	ERAP1 HTS inh	RAD52 anneal inh	PglD DTNB	PGC1a acetyl inh	E-sel inducer	miR122 inh	Cneo AK release	RAD54 inh
O=c1[nH]c(O)c(C=Nc2ccc(Cl)cc2Cl)c(=O)[nH]1	.	-39	-2	2	.	-10	-1	15
Cc1nn(CC(=O)NCCCN2CCCC2)c(=O)c2nn(-c3ccccc3)c(C)c12	3	-24	-1	-3	.	2	3	4
CCNC(=O)C[C@@H]1CC[C@H]2[C@@H](COc3ccc(NC(=O)Nc4cccc(OC)c4)cc3C(=O)N2C)O1	.	.	-4	0	0.1	-10[16.7 µM]	-3	-4

Part of the list above, with each value named.
COc1ccc(S(=O)(=O)N2CCC(C(=O)NCc3ccccn3)CC2)cc1C
  ERAP1 HTS inh: .
  RAD52 anneal inh: .
  PglD DTNB: 3
  PGC1a acetyl inh: 1
  E-sel inducer: .
  miR122 inh: 5
  Cneo AK release: 2
  RAD54 inh: -1
O=S(=O)(Nn1cnnc1)c1ccccc1Cl
  ERAP1 HTS inh: .
  RAD52 anneal inh: .
  PglD DTNB: 1
  PGC1a acetyl inh: 8
  E-sel inducer: .
  miR122 inh: -3
  Cneo AK release: -1
  RAD54 inh: 3

Continued.
SMILES	ERAP1 HTS inh	RAD52 anneal inh	PglD DTNB	PGC1a acetyl inh	E-sel inducer	miR122 inh	Cneo AK release	RAD54 inh
C[C@@H](NC(=O)[C@@H]1[C@@H](CO)[C@@H]2Cn3c(cccc3=O)[C@H]1N2C(=O)C1CCCC1)c1ccccc1	3	-8	0	.	-0.2	4[16.7 µM]	2	7
CCC(C(=O)NC1CCCC1)N(C(=O)Cn1nnc(-c2ccc(OC)c(OC)c2)n1)c1cccc(O)c1 (configuration not stated)	-2	-13	-2	-12	0.9	-4	-2	-7
Cc1cccc(NC(=O)C2CCCN2S(=O)(=O)c2ccc(F)cc2)c1C (configuration not stated)	.	.	2	-1	.	-5	-1	-5
CCc1ccc(Nc2ccc(S(=O)(=O)N3CCOCC3)cc2[N+](=O)[O-])cc1	.	.	-3	5	0.1	-5	1	-5
COc1ccc(C(=O)NC(=S)NNC(=O)c2c(-c3ccccc3)noc2C)cc1	-1	-15	3	-3	.	1	0	1
CC(C)[C@H](NC(=O)OCc1ccccc1)C(=O)OCc1cc(=O)oc2cc(O)ccc12	-6	-18	7	.	0.0	.	-10	3
COc1ccc(S(=O)(=O)NCCC(=O)OCC(=O)c2ccc[nH]2)cc1[N+](=O)[O-]	-3	-7	-4	8	3.3	-10	2	-3
O=C(Nc1ccc(N2CCN(C(=O)c3ccco3)CC2)cc1)c1ccc2c(c1)OCO2	.	.	0	-1	.	-25	2	-2
C[C@H](CO)N1C[C@H](C)[C@@H](CN(C)C(=O)c2cccc(F)c2)Oc2ncc(-c3ccncc3)cc2C1=O	0	-2	3	4	-0.2	-3[16.7 µM]	0	1
C[C@H](CO)N1C[C@H](C)[C@H](CN(C)Cc2ccc(-c3ccccc3)cc2)Oc2ccc(NC(=O)Nc3ccc(F)cc3)cc2C1=O	1	36	-2	-17	-2.8	-10[16.7 µM]	0	-1
CC(Sc1nnc(Nc2ccccc2)s1)C(=O)Nc1nc(-c2ccccc2)cs1 (configuration not stated)	3	-10	-7	-14	.	.	2	4
C[C@@H]1CN([C@H](C)CO)C(=O)c2cc(NC(=O)Nc3ccc4c(c3)OCO4)ccc2O[C@@H](C)CCCCO[C@@H]1CN(C)C(=O)Cc1ccccc1	-2	2	-1	-6	0.1	2[16.7 µM]	3	0
Clc1ccc2[nH]c3c(c2c1)CNCC3	1	65*	-1	10	0.4	5	2	11
NS(=O)(=O)c1ccc(NC(=O)CCC(=O)c2ccc(Cl)s2)cc1	0	-15	5	-3	.	1	-4	6
CO[C@H]1CN(C)C(=O)c2cc(NS(=O)(=O)c3cn(C)cn3)ccc2OC[C@@H](C)N(C)C[C@H]1C	.	.	1	-2	-0.4	27[16.7 µM]	-4	-11
CCN(CCCNC(=O)c1cn(CC)c2ccc(S(=O)(=O)N(C)C)cc2c1=O)c1cccc(C)c1	.	.	1	-17	-2.3	17	0	-4
CCC(C)C1Nc2ccc(C(=O)NCc3ccc4c(c3)OCO4)cc2NC1=O (configuration not stated)	-1	-18	4	.	0.2	.	4	0
CC1(C)CC(NC(=O)C23CCC(C)(C(=O)C2)C3(C)C)CC(C)(C)N1 (configuration not stated)	.	.	-2	.	.	-3	1	8
Cc1ccc(C(=O)C(C)OC(=O)CCN=C2NS(=O)(=O)c3ccccc32)cc1 (configuration not stated)	-3	-3	.	2	-0.2	-3	.	.
O=C(CCc1ccccn1)N1CCCC(Nc2cccc(F)c2)C1 (configuration not stated)	0	-4	-4	-10	2.1	-3	-1	-2
COc1ccc(NC(=O)c2ccc3c(=O)n4c(nc3c2)CCCCC4)cc1	-2	-4	4	-12	.	-2	2	-2
O=C(O/N=C1\CCCc2ccccc21)c1cccc(Cl)c1	.	.	4	-6	.	-5	1	13
C[C@@H]1CN([C@H](C)CO)C(=O)c2ccccc2-c2ccccc2CO[C@H]1CN(C)C(=O)[C@H](C)c1ccccc1	7	18	-1	-25	-0.1	.	-4	5
COc1ccc(CCNCc2cc3ccc(C)cc3[nH]c2=O)cc1OC	-4	-23	-5	5	1.0	-10	-1	5
CC(=O)c1c(C)[nH]c(C(=O)COc2ccc3c(C)cc(=O)oc3c2)c1C	-2	-6	-3	.	.	8	0	-3
COC(=O)c1cccc(/C=N/NC(N)=S)c1O	-3	8	.	-33	.	2	.	.
COc1ccc(NC(=O)N[C@H]2CC[C@@H](CCNS(=O)(=O)c3ccccc3F)O[C@H]2CO)cc1	0	-13	0	-19	0.0	.	-5	-1
Cc1oc2ccc(O)cc2c1C(=O)c1ccc(Cl)cc1	.	.	-2	.	.	7	-1	-2
O=C(NCCCN1CCN(c2cccc(Cl)c2)CC1)C1(S(=O)(=O)c2ccc(Cl)cc2)CC1	.	.	.	-6	.	-9	-1	-9
CNC(=O)C[C@@H]1CC[C@H]2[C@H](COc3ccc(NS(=O)(=O)c4ccc(F)cc4)cc3C(=O)N2C)O1	.	.	-1	3	0.7	20[16.7 µM]	-1	3
Cc1cc(N(C)C)cc(C)c1N=Nc1cc[n+]([O-])cc1	12	-6	-3	.	-0.2	.	0	3
COc1ccc(N2CCN(C(=O)COC(=O)CC(NC(N)=O)c3ccc(Cl)cc3)CC2)cc1 (configuration not stated)	-10	1	5	.	0.4	-8	1	0
CC(C)NC(=O)N(C)C[C@H]1OCCCC[C@@H](C)Oc2ccc(NS(=O)(=O)c3ccccc3)cc2C(=O)N([C@H](C)CO)C[C@H]1C	-8	5	-4	1	0.1	7[16.7 µM]	-3	-5
NC(=O)[C@@H]1CC2(CC(c3cccc(NC(=O)[C@H]4CCC(=O)N4)c3)=NO2)CN1C(=O)COc1ccc(Cl)cc1 (some centres not stated)	0	-10	-2	1	-0.5	-3	0	-4
CC1CCCCN1C(=O)Cn1cnc2cc([N+](=O)[O-])ccc2c1=O (configuration not stated)	-3	-23	.	9	.	3	-1	5
CCc1cccc(CC)c1NC(=S)/C(=C(\[O-])c1ccc(Cl)s1)[n+]1ccccc1	6	3	.	-1	4.8	.	.	.
CO[C@@H]1CN(C)C(=O)c2cc(NC(=O)Nc3ccccc3)ccc2OC[C@H](C)N(C(=O)CC2CC2)C[C@H]1C	.	5	1	-9	0.0	.	-3	8
CCOc1ccc(OCC(=O)OCC(=O)NNC(=O)c2ccc([N+](=O)[O-])cc2)cc1	2	-10	1	6	-2.8	-1	1	-9
c1ccc(-c2noc(CN3CCCC(OCc4ccccn4)C3)n2)cc1 (configuration not stated)	-4	-8	2	-5	9.2	-5	-3	-4
CCOc1ccc(OCC)c(NC(=O)CCS(=O)(=O)c2ccc(Br)s2)c1	.	.	1	-3	.	-3	1	0
CO[C@@H]1CN(C)C(=O)c2cc(NS(=O)(=O)c3cn(C)cn3)ccc2OC[C@H](C)N(Cc2cccc(F)c2)C[C@@H]1C	1	8	0	3	-0.2	.	-2	3
